# D2 antag – antagonizes the human D2 dopamine receptor | HEK293 TREx D2 cells, calcium flux, dopamine EC80 | AID 485344 | actives 2% (n = 340,000) | inhibition, % at 10 µM; in the data active = inhibition above about 30%; note: 0% is about no effect
# Target sequence (P14416 whole entry, looked up): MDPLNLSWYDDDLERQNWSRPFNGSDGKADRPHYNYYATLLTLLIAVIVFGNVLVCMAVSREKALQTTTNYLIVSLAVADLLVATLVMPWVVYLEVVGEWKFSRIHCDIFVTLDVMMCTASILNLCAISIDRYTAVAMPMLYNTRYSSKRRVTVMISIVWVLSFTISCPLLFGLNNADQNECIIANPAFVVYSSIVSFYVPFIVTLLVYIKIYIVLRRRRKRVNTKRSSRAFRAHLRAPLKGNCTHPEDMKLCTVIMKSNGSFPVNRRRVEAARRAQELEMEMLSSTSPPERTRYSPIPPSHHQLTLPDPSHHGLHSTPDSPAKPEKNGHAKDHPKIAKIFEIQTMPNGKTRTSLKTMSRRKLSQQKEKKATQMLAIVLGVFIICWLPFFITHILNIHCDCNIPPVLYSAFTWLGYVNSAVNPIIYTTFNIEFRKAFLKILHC
#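 Overnight-induced (tetracycline, 30 C) HEK293 T-REx cells carrying force-coupled D2 receive a no-wash calcium dye, then compound, then EC80 dopamine at 180 s; signals are read kinetically throughout.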
# PI4K2A block – PI4K2A (human) kinase inhibition; activity change, negative = inhibition, % at 76.9 µM; actives 0.13% (n = 420,000); purified PI4K2A, ADP-Glo luminescence, 1 h; hits give low values; in the data active = activity change below about -50%; inconclusive = mostly about -30% to -49%;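 note: -100% = wells without enzyme as full effect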
# Target sequence (Q9BTU6 whole entry, looked up): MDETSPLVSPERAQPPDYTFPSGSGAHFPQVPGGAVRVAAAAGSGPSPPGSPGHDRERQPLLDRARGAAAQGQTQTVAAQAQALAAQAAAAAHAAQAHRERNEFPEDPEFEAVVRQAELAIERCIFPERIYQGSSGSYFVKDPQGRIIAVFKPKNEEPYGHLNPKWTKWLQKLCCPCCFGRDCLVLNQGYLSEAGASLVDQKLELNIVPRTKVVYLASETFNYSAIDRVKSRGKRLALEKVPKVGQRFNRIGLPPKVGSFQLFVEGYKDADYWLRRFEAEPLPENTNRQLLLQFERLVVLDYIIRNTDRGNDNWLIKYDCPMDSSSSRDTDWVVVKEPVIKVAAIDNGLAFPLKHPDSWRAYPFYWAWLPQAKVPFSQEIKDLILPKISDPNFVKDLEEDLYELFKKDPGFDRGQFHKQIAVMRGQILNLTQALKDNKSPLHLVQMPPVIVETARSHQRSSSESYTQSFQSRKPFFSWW
#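 ADP-Glo luminescence measured ADP generated by PI4K2A enzyme (4 ug/mL before mixing) with 1.2 mM PI substrate (pre-mix) and 300 microM ATP (pre-mix). Tris pH7.5 buffer with MgCl2, Triton X-100; 1 h reaction at ambient temperature.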
# USP1 inh – USP1/UAF1 (human) deubiquitinase inhibition; O94782; recombinant USP1/UAF1, Ub-Rhodamine cleavage fluorescence; Potency, µM (highest dose often 57.1 µM), for inactives: top-dose activity change, negative = inhibition, usual class: inhibitors; actives 0.23% (n = 390,000); AID 743255; note: potency is the fitted concentration of half-maximal effect; % is set by controls: 0 for no effect and ±100 for the full control effect; nearly all actives have a fitted effect of over 60% in size; inactives centre near -12
#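 USP1/UAF1 complex at 1 nM was preincubated with compound for 15 min at room temperature, then Ub-Rho substrate (150nM final) was added. Fluorescence (480/540 nm) was read kinetically, 6 reads every 60 seconds.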
# D2 agonist – D2 dopamine receptor (human) agonism; P14416; HEK293 T-REx D2 cells, calcium flux agonist mode; activation, % at 2 µM; actives 0.53% (n = 340,000);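 active = activation over 3 SD above normal in the single-dose calcium agonist read, cut at about 30% in these data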; note: 0% is about no effect
#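 Calcium-flux readout, 1 cycle/sec over 180 s following compound pin transfer, in inducible HEK293 Trex D2 cells (force-coupled); dopamine controls included. Positive calcium responses during this window marked compounds as potential agonists.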
# TRHR enhancer – allosteric enhancers of human TRH receptor; TRHR cells, fluo-8 calcium fluorescence, EC20 TRH enhancement; AID 493056; enhancement, % at 2 µM; actives 0.66% (n = 360,000); P34981; in the data active = enhancement above about 30%; note: 0% is about no effect
#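 TRHR-expressing cells loaded with fluo-8 calcium dye were read kinetically (ex 480/em 530) during compound addition, then stimulated with an EC20 of TRH (10 nM final). Enhancement of the Gq-mediated intracellular calcium response was scored.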
# TrxR1 substrate – substrates of rat thioredoxin reductase 1; purified TrxR1 substrate turnover, NADPH consumption readout; O89049; Potency, µM (top dose mostly 114 µM), for the others: at the top dose activity change, negative = substrate turnover; actives 0.01% (n = 390,000); note: potency is the fitted concentration of half-maximal effect; % is set by controls: 0 for no effect and ±100 for the full control effect; nearly all actives have a fitted effect of over 50% in size
#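 Rat TrxR1, dispensed at 90 nM, was prereduced with 400 uM NADPH (final) for 5 min at ~22 deg C, then incubated with compound 15 min before 400 uM selenite. A first-read NADPH fluorescence drop versus no-compound background flagged substrates.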
# TRHR agonist – TRH receptor (human) agonism | P34981 | TRHR cells, calcium flux fluo-8, FDSS agonist mode | activation, % at 2 µM | actives 0.18% (n = 360,000) | AID 493084; in the data active = activation above about 30%; note: 0% is about no effect
#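 In this calcium-flux screen, cells bearing human TRHR are dye-loaded with fluo-8, baselined for 10 cycles, then exposed to library compounds; positive kinetic calcium responses during the agonist phase mark hits, with TRH as control.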
# IDH1 R132H inh – blocks human mutant IDH1 R132H enzyme; actives 0.093% (n = 390,000); AID 602179; IDH1-R132H enzyme, NADPH consumption, diaphorase/resazurin fluorescence; Potency, µM (highest dose often 76.6 µM), without a hit: top-dose activity change, negative = inhibition, actives largely listed as inhibitors; note: potency is the fitted concentration of half-maximal effect; % is set by controls: 0 for no effect and ±100 for the full control effect; nearly all actives have a fitted effect of over 65% in size
#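 IDH1-R132H (0.5 ug/mL) preincubated 30 min with compound, then NADPH (0.016 mM) and alpha-KG (2 mM) added; 80 min at RT, pH 7.5. Remaining NADPH coupled via diaphorase/resazurin to fluorescence (540/590 nm); concentration-response curves normalized to no-enzyme control.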
# rTrxR1 inhibitor – inhibitors of rat thioredoxin reductase 1 | O89049 | recombinant rTrxR1, NADPH fluorescence consumption, selenite substrate | Potency, µM (titrated, usually from 114 µM), for the others: at the top dose activity change, negative = inhibition, usual class: inhibitors | actives 1% (n = 390,000) | AID 588453; note: potency is the fitted concentration of half-maximal effect; % is set by controls: 0 for no effect and ±100 for the full control effect; nearly all actives have a fitted effect of over 65% in size
#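 Rat TrxR1 (90 nM in the dispensed reagent) was pre-reduced with 400 uM NADPH for 5 min at room temperature, then incubated with compound for 15 min. After 400 uM selenite was added, NADPH fluorescence (Ex 340/Em 450 nm) was followed for 8 min.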
# Starred values were filed as active, the others as inactive; ? = inconclusive; · = no result given; [ ] = dose if it differs, or a comment. Unless noted, calls come from the whole dose curve; as a rule, active = well fitted inhibition curve with a large enough effect; inconclusive = small, poorly fitted or top-dose-only effect; inactive = no such curve, though single readings can be large or run the other way.
SMILES,D2 antag,PI4K2A block,USP1 inh,D2 agonist,TRHR enhancer,TrxR1 substrate,TRHR agonist,IDH1 R132H inh,rTrxR1 inhibitor
Cc1cc(N)n2nc(-c3ccc(C(C)(C)C)cc3)cc2n1,-1.8,-17.5,-18.0%,-0.2,1.1,8.8%,0.1,23.2%,-5.5%
COc1ccccc1/C=C/C(=O)OCC(=O)NC1CC1,-0.7,-2.2,-19.8%,-0.5,1.8,27.8%,0.0,5.3%,10.5%
CCc1nnc(NC(=O)c2oc3ccccc3c2COC(C)C)s1,·,0.1,-8.9%,·,·,-11.2%,·,8.3%,6.0%[57.1 µM]
CC(C)OCCCNC(=O)C(=O)N/N=C/c1ccc(OCc2ccccc2)cc1,17.1,1.2,-12.1%,0.1,1.4,-8.4%,-1.0,5.0%,19.7%[57.1 µM]
CC(C)C1COC(c2cccn2Cc2ccccc2Cl)=N1 (stereo unspecified),-2.6,0.6,-4.2%,-0.7,11.3,5.0%[57.1 µM],-0.6,-3.9%,10.0%[57.1 µM]
COC(=O)c1cc(C(=O)OC)cc(N2C(=O)CC(NNC(=O)c3ccc(C)cc3)C2=O)c1 (stereo unspecified),-4.1,5.6,-15.9%,-1.7,2.0,-18.4%[57.1 µM],-4.0,3.7%,9.3%[57.1 µM]
O=C(CN1CCCCCC1)N/N=C/c1ccc(Cl)c(Cl)c1,-19.0,3.1,-13.2%,-0.2,-1.8,-9.3%,1.4,5.0%,-13.5%
Cc1cc(CC(=O)O)c(C)cc1CC(=O)O,21.6,3.4,-19.0%,-2.7,0.6,-4.3%,1.2,3.6%,4.3%
O=C(COc1ccc2ccccc2c1)N/N=C/c1ccccn1,-15.4,12.0,-11.5%,0.2,3.3,5.5%[11.4 µM],-0.2,6.6%,15.8%[11.4 µM]
COc1ccc(-c2nc(C#N)c(N3CCN(c4cccc(Cl)c4)CC3)o2)cc1OC,18.0,0.4,-18.6%,0.1,26.9,11.4%,0.9,-5.1%,20.6%
O=C(NC1CCCCCC1)C1CCN(S(=O)(=O)c2ccc(F)cc2)CC1,-6.7,-2.3,-21.1%,-0.1,-3.4,9.2%,0.1,11.5%,28.2%
CCN(CC)S(=O)(=O)c1cccc(-c2nnc(SCc3nnc(-c4ccccc4)o3)n2C)c1,-3.5,-2.6,-26.6%,-0.2,-2.6,9.5%[57.1 µM],2.9,8.6%,15.8%
COc1ccc(C/C(C)=N/NC(=O)c2ccncc2)cc1,4.3,0.2,-6.4%,3.7,4.3,-1.9%[57.1 µM],-0.3,13.8%,7.8%[57.1 µM]
CCNC(=S)N1CCNC(=O)C1CC(=O)OC (stereo unspecified),·,5.3,-11.5%,·,3.3,9.0%,-0.1,14.7%,9.0%
Cc1ccc(N(CC(=O)NCc2ccc(F)cc2)S(=O)(=O)c2cccs2)cc1,45.6*,-1.7,-18.1%,1.0,0.0,8.5%[57.1 µM],1.1,0.0%,8.4%
CCOC(=O)CSc1nc2c(c(=O)[nH]c(=O)n2C)n1Cc1ccccc1,-15.9,1.9,-12.9%,0.0,4.9,1.2%,0.5,-3.5%,18.5%
CN1CC2(C)OC(=O)C(Cl)=C2CC1c1ccccc1 (stereo unspecified),-10.2,0.3,-7.2%,-0.3,-2.7,-11.5%,-0.2,-0.3%,-14.9%
CCCCOc1ccc(OCCCC)c2c1NC1(N2)C(=O)N(C(C)=O)c2ccccc21,10.3,-2.2,5.8%,0.3,3.9,-4.4%,-1.7,4.8%,-12.6%
C/C(=N\NC(=O)c1cc(-c2cccnc2)nc2ccccc12)c1ccc(O)cc1O,-5.9,0.7,0.3%,-0.4,3.1,-15.9%,0.0,0.7%,-16.6%
COc1cccc(C(=O)Nc2cc3c(cc2N2CCCC2)n(C)c(=O)n3C)c1,21.6,-0.5,-21.6%,-0.5,5.4,-6.2%,-0.4,3.9%,-32.6%
COCCNC(=O)C(c1ccc(OC)cc1)N(Cc1ccco1)C(=O)CCC(=O)Nc1ccccn1 (stereo unspecified),-9.2,-2.6,-13.8%,1.2,2.5,4.0%,-0.8,-8.0%,24.3%
COc1ccc(NC(=O)CN2C(=O)c3cccc4cccc2c34)cc1OC,-9.3,-1.7,2.9%,0.5,3.6,-4.7%[57.1 µM],-0.4,6.5%,7.1%[57.1 µM]
Cc1ccccc1NC(=O)COC(=O)c1ccc2c(c1)C(=O)N(CCCN1CCOCC1)C2=O,·,2.9,-19.3%,·,·,6.2%,·,12.3%,17.8%
Cc1nnnn1/C(=C\c1ccccc1)C(=O)OCC(=O)N1CC2(C)CC1CC(C)(C)C2 (stereo unspecified),-9.4,16.0,-16.8%,5.8,3.9,6.4%[57.1 µM],2.4,0.1%,-6.1%[57.1 µM]
CN(CC(=O)Nc1ccc(Cl)cc1)Cc1cc(=O)n2ccsc2n1,2.1,0.8,-1.1%,-0.4,-4.6,-3.9%,0.1,-5.4%,-11.0%

# Entries shown so far containing a furan ring, fused or not:
SMILES,D2 antag,PI4K2A block,USP1 inh,D2 agonist,TRHR enhancer,TrxR1 substrate,TRHR agonist,IDH1 R132H inh,rTrxR1 inhibitor
CCc1nnc(NC(=O)c2oc3ccccc3c2COC(C)C)s1,·,0.1,-8.9%,·,·,-11.2%,·,8.3%,6.0%[57.1 µM]
COCCNC(=O)C(c1ccc(OC)cc1)N(Cc1ccco1)C(=O)CCC(=O)Nc1ccccn1 (stereo unspecified),-9.2,-2.6,-13.8%,1.2,2.5,4.0%,-0.8,-8.0%,24.3%

# (further entries)
SMILES,D2 antag,PI4K2A block,USP1 inh,D2 agonist,TRHR enhancer,TrxR1 substrate,TRHR agonist,IDH1 R132H inh,rTrxR1 inhibitor
Cc1cc(C)c2c(CN3CCC(C)CC3)cc(=O)oc2c1,27.4,2.1,-15.4%,-2.0,-1.6,3.9%[2.29 µM],0.1,7.1%,7.1%[2.29 µM]
COc1cc(CN2CCN(Cc3ccco3)CC2)cc(OC)c1,14.9,2.2,-7.9%,-0.6,5.1,4.2%,0.8,21.3%,13.2%
CC(=O)c1cnc(Nc2nc(C)c3cc(C)c(C)cc3n2)nc1C,-0.1,3.0,-12.0%,0.4,9.8,-12.9%,0.4,1.2%,-21.6%
COc1cc(C2c3c(-c4cc(C)ccc4O)n[nH]c3C(=O)N2Cc2cccnc2)cc(OC)c1OC (stereo unspecified),·,-1.3,-20.5%,1.0,2.3,1.8%,-0.2,9.0%,17.1%
c1ccc(Sc2ncccn2)nc1,-26.1,-5.7,-11.5%,0.8,2.6,5.6%,0.7,0.2%,20.9%
CCN1C(=O)c2ccccc2S(=O)c2ccc(C(=O)NCc3ccccc3OC)cc21 (stereo unspecified),·,4.2,-21.0%,0.0,-8.3,4.6%,-0.3,-0.6%,8.2%
CC1CCCC(NC(=O)COC(=O)c2cccc(NS(=O)(=O)/C=C/c3ccccc3)c2)C1C (stereo unspecified),49.8*,-1.8,-17.2%,-0.7,3.2,-6.8%,-0.7,-0.8%,-8.7%
CN1CCN(S(=O)C23CC4CC(CC(C4)C2)C3)CC1 (stereo unspecified),-16.3,-5.1,-8.2%,0.9,-0.5,-5.1%,1.1,7.0%,15.4%
O=C1/C(=C/c2ccccn2)SC(=S)N1N1CCOCC1,17.4,2.3,-12.0%,0.2,-7.6,6.2%[57.1 µM],-0.6,4.3%,3.0%[57.1 µM]
COc1ccc(OC)c2sc(N(CCN(C)C)C(=O)/C=C/c3cccs3)nc12,-17.1,1.6,-21.4%,1.3,-9.0,-6.4%,0.9,0.6%,-1.1%
O=C(COC(=O)CNC(=O)C12CC3CC(CC(C3)C1)C2)Nc1ccccc1,-14.0,4.1,-0.1%,-0.8,0.8,-1.2%,0.0,0.0%,12.3%
COc1ccc(C2CC(=O)c3cnc4c(-c5ccccc5)c(C)nn4c3C2)c(OC)c1 (stereo unspecified),·,0.0,-25.2%,-0.3,5.1,-1.6%[11.4 µM],0.2,-5.6%,3.7%
CN1CCN(C(c2cccs2)c2nnnn2Cc2ccc(F)cc2)CC1 (stereo unspecified),41.5*,-13.7,-15.2%,0.0,-6.7,0.8%[57.1 µM],0.0,4.0%,18.9%[57.1 µM]
Cc1ccc(NC(=O)NCCSc2ccc(C)cc2)cc1,-16.1,1.0,-14.7%,-1.7,1.4,-6.5%,-0.7,9.9%,4.1%
COc1ccccc1NC(=O)CSc1nc(-c2cccc(Cl)c2)nc2c1Cc1c(CO)cnc(C)c1O2,·,-1.9,15.4%,0.9,1.2,-4.2%,1.3,36.9%[activator],?
Cc1ccccc1OCCNc1cc(N2CCCCC2)ccc1[N+](=O)[O-],-18.7,-2.8,-18.9%,-1.8,-3.1,5.7%,-1.0,3.8%,16.3%
CCOc1ccc2nc(NC(=O)c3cnccn3)sc2c1,-76.0,6.9,7.2%,0.5,-3.0,13.8%[57.1 µM],0.4,3.4%,10.9%[57.1 µM]
CCOC(=O)c1cccc(NC(=O)COc2ccc([N+](=O)[O-])cc2)c1,·,-0.8,-11.0%,·,·,6.9%[2.29 µM],·,0.1%,-4.8%[2.29 µM]
O=C(O)c1cc2nc(-c3ccccc3)cc(-c3ccccc3)n2n1,·,-25.1,-9.7%,·,-3.4,7.3%[57.1 µM],-1.2,-4.8%,9.4%[57.1 µM]
COc1ccc(-c2nnc3n2N=C(C)CS3)cc1,-2.8,1.4,-15.5%,0.7,-14.0,-7.6%,0.2,1.5%,-14.2%
Cc1ccc(-c2cn(CCN)c(-c3ccc(Cl)nc3)n2)cc1,-8.5,1.2,-13.4%,0.5,1.3,4.1%,-0.4,-19.8%,-9.5%
CCCc1nnc(NC(=O)CCN2C(=O)c3ccccc3C2=O)s1,-8.7,5.6,-22.6%,0.5,5.3,11.9%[57.1 µM],-0.7,6.5%,2.2%[57.1 µM]
